# M. tuberculosis GlmU: inhibition of mycobacterial GlmU enzyme – biochemical, glucosamine-1-phosphate acetyltransferase (AID 1376). M. tuberculosis GlmU acetyltransferase enzyme assay; higher % means a stronger effect. inhibition, %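 (tested at 30 µM in the primary screen)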, or IC50 in µM where a hit was titrated. 220,000 compounds, 0.25% hits; in the data active = inhibition above about 13%; inconclusive = no clear call, values can overlap the other calls;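 also: 0% = complete reaction with vehicle and 100% = reaction without substrate; strong numbers were not always called active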
# RmlCD inh 1536: inhibitors of Mycobacterium tuberculosis RmlC and RmlD coupled enzymes; RmlC+RmlD coupled enzyme assay, percent inhibition; primary screen in compound mixtures; inhibition, % at 3.6 µM; 160,000 compounds, 0.03% hits; AID 1533; in the data active = inhibition mostly above about 34%, no sharp cut-off; inconclusive = no clear call, values can overlap the other calls; inactive = mostly below about 22%; also: some results filed as inactive read as strong as hits
# Target sequence (P9WH09 whole entry, looked up): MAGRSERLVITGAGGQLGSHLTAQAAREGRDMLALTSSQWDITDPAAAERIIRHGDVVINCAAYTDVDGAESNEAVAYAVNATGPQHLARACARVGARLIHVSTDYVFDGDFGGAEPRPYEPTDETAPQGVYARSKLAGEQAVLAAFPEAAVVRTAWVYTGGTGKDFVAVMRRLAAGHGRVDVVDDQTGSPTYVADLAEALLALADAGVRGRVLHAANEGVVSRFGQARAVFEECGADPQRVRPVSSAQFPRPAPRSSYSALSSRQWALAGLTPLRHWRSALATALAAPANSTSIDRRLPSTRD
# Target sequence (P9WH11 whole entry, looked up): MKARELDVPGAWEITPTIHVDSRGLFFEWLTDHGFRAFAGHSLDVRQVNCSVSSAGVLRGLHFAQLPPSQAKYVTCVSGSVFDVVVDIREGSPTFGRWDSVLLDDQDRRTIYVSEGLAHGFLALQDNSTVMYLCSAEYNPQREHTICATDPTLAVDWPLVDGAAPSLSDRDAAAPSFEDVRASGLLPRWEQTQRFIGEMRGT
# * marks the source's active call; other numbers are inactive results; u = inconclusive; x = no result given; & = joins results of further samples. Not all compounds are listed, so the mix of outcomes need not match the whole.
Compound	RmlCD inh 1536	M. tuberculosis GlmU
COc1ccc(CCC(C(O)C(F)(F)F)S(=O)c2ccccc2)cc1 (stereo not drawn)	x	3.1%
Cc1cc(C)c(C)c(OCCCOc2cccc3cccnc23)c1	x	0.4%
Cc1cccc(C)c1NC(=S)N(CCN(C)C)C(C)c1cccnc1 (stereo not drawn)	-13.0	2.9%
CCOC(=O)C1=C(CS(=O)(=O)c2ccccc2)NC(=O)NC1c1ccc(O)c(OC)c1 (stereo not drawn)	u	4.3%
CCN(CC)C(=O)C1CC(=O)N(c2ccc(F)c(Cl)c2)C1 (stereo not drawn)	0.1	2.9%
O=C(CSc1n[nH]c(=O)n1-c1ccccc1)Nc1ccccc1	-1.4	-3.2%
COCC(=O)Nc1ccccc1Br	-6.2	1.2%
CC(Sc1nnc(C(F)(F)F)n1C)C(=O)NC(N)=O (stereo not drawn)	x	-3.0%
CCOc1ccccc1NC(=O)CN1C(=O)COc2ccc(Cl)cc21	10.9	-0.2%
COc1cccc(C2CC(C(F)(F)F)n3ncc(C(=O)NC(C)(C)C)c3N2)c1 (stereo not drawn)	-14.3	0.5%
COc1ccccc1OCC(=O)NNC(=O)c1ccoc1C	-9.6	2.6%
O=C(/C=C/c1cccs1)NC(=S)Nc1ccc(C(=O)O)cc1	11.7	6.1%
CS(=O)(=O)Nc1ccc(C(=O)NCCc2ccccc2)cc1	-12.4	1.4%
Cc1ccc(S(=O)(=O)N(C(=O)c2ccncc2)c2ccc(OC(=O)c3ccncc3)c3ccccc23)cc1	14.3	-10.0%
Nc1cc2sc(-c3ccc(C(=O)O)cc3)nc2cc1Cl	-1.7	11.3%
Cc1c(C(=O)Nc2nnc(SCc3ccccc3Cl)s2)cccc1[N+](=O)[O-]	46.7	-2.3%
Cc1cc[n+](CC(=O)Nc2cc(C(F)(F)F)ccc2Cl)cc1	13.7	-0.2%
O=c1[nH]c(/C=C/c2ccc(OC(F)F)cc2)nc2c1cnn2-c1ccccc1	9.5	-7.5%
C=CCn1c(O)c(C(C)=NCCO)c(=O)[nH]c1=O	x	3.0%
O=C(CSc1ncccn1)N/N=C/c1cccc([N+](=O)[O-])c1	7.7	1.8%
Cc1oc(C(C)(C)C)cc1C(=O)NC1CCN(Cc2ccccc2)CC1	-35.6	4.1%
CN(C)c1nc(SCC(=O)Nc2ccccc2)nc(N2CCOCC2)n1	5.1	3.7%
COc1ccc(C)cc1NC(=O)Nn1cnnc1	x	-0.8%
Fc1ccc(-c2[nH]ncc2CN2CCN(c3ccc(F)cc3)CC2)cc1	-2.0	-5.2%
OC(c1ccccc1)c1nccn1Cc1ccccc1 (stereo not drawn)	6.9	0.4%
Oc1ccccc1CNc1ccc(OC(F)(F)F)cc1	x	-0.4%
O=C(Cc1cccc2ccccc12)N1CC[C@@]2(O)CCCC[C@H]2C1	-8.2	-0.7%
COc1cc(C(=O)NC(=S)NCc2ccco2)cc(OC)c1OC	x	1.1%
O=C(O)c1cccc(Cn2cc(Br)cn2)c1	-7.6	x
C=CCC1(Cl)C(=O)C(Cl)=C(N2CCOCC2)C1(OC)OC (stereo not drawn)	x	0.1%

# The closing 4 entries of the section before are carried over, then new ones follow.
Compound	RmlCD inh 1536	M. tuberculosis GlmU
O=C(Cc1cccc2ccccc12)N1CC[C@@]2(O)CCCC[C@H]2C1	-8.2	-0.7%
COc1cc(C(=O)NC(=S)NCc2ccco2)cc(OC)c1OC	x	1.1%
O=C(O)c1cccc(Cn2cc(Br)cn2)c1	-7.6	x
C=CCC1(Cl)C(=O)C(Cl)=C(N2CCOCC2)C1(OC)OC (stereo not drawn)	x	0.1%
Cn1c(CNC(=O)c2ccc(Cl)c(Cl)c2)nnc1SCC(=O)Nc1sc2c(c1C#N)CCCC2	-4.7	1.3%
Cn1c(=Nc2ccccc2)sc2ccccc21	-5.5	-0.8%
O=C1OCCC1Sc1nc2ccccc2n1Cc1ccccc1 (stereo not drawn)	-4.1	0.0%
CC1=CC(=O)C=C(C)C1=NOc1ccc([N+](=O)[O-])cc1	-9.8	6.4%
O=S(Cc1cc(Oc2ccccc2)nc(-c2ccccc2)n1)c1ccccc1 (stereo not drawn)	x	-1.2%
CCOc1ccc(NS(=O)(=O)c2ccc(NS(=O)(=O)c3ccc(SC)cc3)cc2)cc1	13.5	4.5%
Cc1cccc2cc(/C=N/NC(=O)CN3CCCCC3)c(Cl)nc12	-9.1	3.9%
CCC1CCCCN1S(=O)(=O)c1ccc(NC(=O)CSc2ncccc2C(=O)O)cc1 (stereo not drawn)	14.3	5.2%
COc1ccc(OCCNC2CCCC2)cc1	-11.5	4.8%
COCCN(CC(=O)NCc1ccccc1)C(=O)CCC(=O)Nc1ccccn1	x	0.5%
COc1ccc(NC(=O)c2[nH]c(C)c(C(C)=O)c2C)cc1Cl	x	0.5%
Cc1ccc(C(=O)Cn2c(C(=O)/C=C/c3ccccc3)nc3ccccc32)cc1	7.2	-0.5%
COC(=O)c1ccccc1NC(=O)c1nc2nc(C)cc(C)n2n1	-10.9	-1.9%
COc1ccc(-c2nnn(CC(=O)N(CCO)C(C(=O)NC3CCCC3)c3ccc(F)cc3)n2)cc1 (stereo not drawn)	3.7	7.3%
CCOC(=O)N1CCN(S(=O)(=O)c2ccc3c(c2)CCN3C(=O)C2CCC2)CC1	16.3	2.1%
CCc1c(C)nc2ncnn2c1N1CCCC(C(=O)NCc2cccs2)C1 (stereo not drawn)	-10.4	5.2%
O=C1NC(=O)N(CCC2=CCCCC2)C(=O)/C1=C/c1cccs1	x	-0.1%
Cc1nc2ccccc2c(=O)n1Nc1cccc(Cl)c1	x	0.9%
COc1ccc(C(=O)C2CCCN(Cc3ccc(C)s3)C2)cc1OC (stereo not drawn)	3.8	0.6%
COc1ccc(C2CC(=O)C=C(O)C2)cc1 (stereo not drawn)	x	1.4%
CC12CN3CCN(CC(C3)/C1=N/NC(=O)Nc1ccccc1)C2	10.9	-4.5%
COc1ccc(C(=O)Cn2c(NCCO)nc3ccccc32)cc1	-0.5	0.0%
Cc1ccccc1NCC(=O)N/N=C/C(Br)=C/c1ccccc1	x	3.8%
COc1cccc(CC2(CO)CCCN(Cc3cc4ccccc4[nH]3)C2)c1 (stereo not drawn)	-9.3	-2.3%
O=[N+]([O-])C(=C1Nc2ccccc2N1)C(Cl)=C(Cl)Cl	-3.5	-1.5%
CC(C)CC1C(C#N)=C(N)Oc2n[nH]c(-c3ccccc3)c21 (stereo not drawn)	x	0.4%
O=C(c1cccc2ccccc12)C1CCCN(C(=O)CCc2cnccn2)C1 (stereo not drawn)	-6.9	8.9%
CCNc1nc(NCC)nc(SCCOC(=O)Nc2ccccc2)n1	x	0.2%
Cc1cc(Cl)ccc1N(CC(=O)NCCSCc1ccco1)S(C)(=O)=O	-5.9	3.9%
Cc1c(CCOC(=O)c2cc([N+](=O)[O-])cc([N+](=O)[O-])c2)sc[n+]1CC(=O)c1ccc(Br)cc1	7.8	-5.0%
COc1ccc(OCCNC(=O)CSc2ccc(C(F)(F)F)cc2[N+](=O)[O-])cc1	-7.3	3.2%
COc1ccccc1NC(=O)CCS(=O)(=O)c1ccccc1	11.6	3.3%
O=C(CCN1C(=O)c2ccccc2C1=O)N1CCN(C(=O)c2ccccc2)CC1	x	6.2%
COCCNC(=S)Nc1cc(OC)c(OC)cc1C#N	5.1	-3.0%
CCn1c(SCC(=O)N(C(C)C)C(C)C)nnc1-c1cc2ccccc2cc1O	13.6	3.6%
CNC(=O)COC(=O)c1cc(=O)[nH]c2ccccc12	x	7.5%
Cc1cccc2cc(CN(CC3CCCO3)C(=O)c3ccco3)c3nnnn3c12 (stereo not drawn)	4.3	5.6%
CN(C)CCCN(C(=O)COc1ccccc1)c1nc2c(F)cccc2s1	-13.8	-3.3%
CC(C)Oc1ccc(N2CC(C(=O)Nc3ccccc3F)CC2=O)cc1 (stereo not drawn)	-7.8	-0.1%
O=C(NNC1OC(CO)C(O)C(O)C1O)c1cccnc1 (stereo not drawn)	-1.0	0.8%
COc1ccc(CC(=O)NCC(=O)N/N=C(/C)c2ccco2)cc1	-6.7	2.2%
COc1ccc(-n2c(=S)[nH]c3cc(C(=O)NCc4ccco4)ccc3c2=O)cc1OC	-5.4	3.2%&1.7%
O=C(O)c1ccc(Nc2nc(-c3ccccc3)c3ccccc3n2)cc1	-10.9	1.1%
Cc1ccc(S(=O)(=O)NCC(c2ccccc2)N2CCCCC2)cc1 (stereo not drawn)	x	-4.0%
CCCCCCCn1c(NC(=O)CC)nc2ccccc21	-3.9	1.4%
CSc1ccc(CN2CCN(Cc3ccccc3Cl)CC2)cc1	x	0.3%
CCCCC(=O)N/N=C(\C)CC(=O)Nc1cc(Cl)ccc1OC	-2.5	x
CN(c1ccc(C(=O)NCCSC(C)(C)C)cc1)S(C)(=O)=O	x	1.3%
CCOc1ccc(CC(=O)Nc2ccc(-c3ccc4nnc(C)n4n3)cc2)cc1	11.8	2.8%
CCC(C)NC(=O)CSc1nnc(-c2ccncc2)n1-c1ccc(OC)cc1 (stereo not drawn)	10.8	5.4%
CCOC(=O)c1cccc(NC(=O)CS(=O)(=O)Cc2nc(-c3cccc(OC)c3)oc2C)c1	11.0	7.3%&5.0%
COc1cccc(CC(NC(C)=O)C(=O)NC2CCN(S(=O)(=O)c3ccc(NC(C)=O)cc3)CC2)c1 (stereo not drawn)	6.6	1.2%
O=C1/C(=C/c2ccc(O)cc2)CCc2ccc([N+](=O)[O-])cc21	-49.8	-3.9%
CC(=O)N1CCN(CCN=CC2=C(O)CC(c3ccco3)CC2=O)CC1 (stereo not drawn)	54.6	4.0%
COC(=O)CS(=O)(=O)c1cc([N+](=O)[O-])ccc1NC(=O)OC	-1.9	7.1%
Cc1ccc(C(=O)Oc2cccc(NC(=O)c3ccco3)c2)cc1S(=O)(=O)N1CCC(C)CC1	-6.3	8.7%
COC(=O)CN(C)C1CC(=O)N(c2ccc(Cl)cc2)C1=O (stereo not drawn)	x	2.5%
CCn1c(COc2ccccc2C)nnc1SCC(=O)CC(=O)Nc1ccccc1OC	4.2	-2.2%
O=C(NCCc1ccccc1)C(=O)NCC1CCNCC1	-8.1	-9.2%
COc1ccc(CCNC(=O)CSc2nnnn2-c2ccccc2OC)cc1OC	1.5	-6.5%

# New compounds follow:
Compound	RmlCD inh 1536	M. tuberculosis GlmU
Cc1ccc(C2NC(c3ccc(C)cc3)C(C)C(=O)C2C)cc1 (stereo not drawn)	x	-1.7%
O=C(CN1CCC(C(=O)c2cccc(Cl)c2)CC1)Nc1cccc(C(=O)O)c1	9.1	-0.7%
Cc1noc(C)c1COc1ccc(C(=O)OCc2nnc(-c3ccc(Cl)cc3)o2)cc1	13.8	-2.4%
COc1cccc(C(=O)NNC(=O)c2ccccc2Br)c1	-15.8	2.9%
Cc1cc(NC(=O)COC(=O)C(Nc2ccc(C(F)(F)F)cc2Cl)C(C)C)no1 (stereo not drawn)	x	8.3%
CCCCc1c(C)c2ccc(OCC(C)=O)cc2oc1=O	3.9	-5.7%
CCSc1ncc(Cl)c(C(=O)Nc2ccccc2)n1	-9.7	0.6%
Nc1c(Nc2ccccc2)c2ccccc2oc1=O	21.6	-0.6%
c1ccc(Oc2cc(-c3ccccc3)ncn2)cc1	-85.3	1.4%
Cc1cccc(NC(=S)N(C)Cc2cn(C)c3ccccc23)c1	-3.8	5.5%
OCCN1CCN(CC(O)COc2ccc3c(c2)OCO3)CC1 (stereo not drawn)	29.3	-4.4%
COC(=O)c1ccc(NC(=O)C(=O)N2CCN(C(=S)Nc3ccccc3OC)CC2)cc1	0.4	8.8%
Cc1cc(=O)oc2cc(OCC(O)CN3CCN(c4ccccc4)CC3)ccc12 (stereo not drawn)	5.2	-4.9%
CN1C(=S)SC(/[N+]([O-])=C\c2cccs2)C1(C)C (stereo not drawn)	-6.6	-1.9%
CC(C)N=C1NN=C(c2ccc(Cl)c(Cl)c2)CS1	2.1	-8.9%
COC(=O)C1=C(c2cccc(OC)c2OC)C[C@@H]2CC[C@H]1N2C(=O)NCCNC(C)=O	x	-0.1%
Fc1cccc(-c2cc3nc4c(c(N5CCC6(CC5)OCCO6)n3n2)CCCC4)c1	-10.9	6.5%
O=C(NCCCn1ccnc1)c1cc2c(s1)CCCCC2	x	1.6%
Cc1ccc(C(=O)N2CCCC2)c(F)c1F	x	1.3%
O=C(Nc1ccc(N2CCOCC2)nc1)c1c(F)cccc1F	6.1	-3.0%
Cc1cc(Cl)c(S(=O)(=O)Nc2cc(S(=O)(=O)N3CCOCC3)ccc2F)cc1OCC(N)=O	10.4	-5.7%
O=C(NNC(=S)NC(=O)c1ccco1)c1ccc(F)cc1	8.3	-7.0%
CSc1ccccc1NC(=O)Cn1nc([N+](=O)[O-])cc1C	-9.1	-0.4%
COc1cccc(Nc2ncnc3nc[nH]c23)c1	3.4	2.8%
COC(=O)c1ccc(C(=O)OC)c(NC(=O)CN(c2ccccc2)S(=O)(=O)N(C)C)c1	x	-1.8%
O=C(O)c1cccc(NC(=O)c2ccc3c(c2)C(=O)N(Cc2ccco2)C3=O)c1	-10.9	3.1%
CC1CCN(C(=O)c2ccc(N(C)S(C)(=O)=O)cc2)CC1	9.2	-3.8%

# Screens as filed in PubChem.
